HCV inhibitor: qHTS Assay for Inhibitors of Hepatitis C Virus (HCV). 3.4% of 340,000 active. Potency, µM (highest dose often 41.8 µM), for the others: at the top dose activity change, negative = inhibition, most hits filed as inhibitors. Huh7.5.1 HCVcc-Cre infection, luciferase reporter, 44 h; note: potency is the fitted concentration of half-maximal effect
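Antiviral activity was scored by luciferase reporter output from cells infected with HCVcc-Cre (~0.5 moi) in presence of compound, 44 h infection period, cells seeded 1,000/well 4 h prior.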
AmpC no deterg: qHTS Inhibitors of AmpC Beta-Lactamase (assay without detergent). AID 485341, 2010. AmpC nitrocefin hydrolysis, absorbance 480 nm, 0.0001% Triton. Potency, µM (titrated, usually from 57.1 µM), for the others: at the highest dose activity change, negative = inhibition, hits mostly inhibitors. 0.52% of 330,000 active;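 note: potency is the fitted concentration of half-maximal effect; plate controls were no compound for no effect and no enzyme for full effect; nearly all actives have a fitted effect of over 20% in size; some results filed as inactive show a strong effect at the top dose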
Target sequence (P00811 whole entry, looked up): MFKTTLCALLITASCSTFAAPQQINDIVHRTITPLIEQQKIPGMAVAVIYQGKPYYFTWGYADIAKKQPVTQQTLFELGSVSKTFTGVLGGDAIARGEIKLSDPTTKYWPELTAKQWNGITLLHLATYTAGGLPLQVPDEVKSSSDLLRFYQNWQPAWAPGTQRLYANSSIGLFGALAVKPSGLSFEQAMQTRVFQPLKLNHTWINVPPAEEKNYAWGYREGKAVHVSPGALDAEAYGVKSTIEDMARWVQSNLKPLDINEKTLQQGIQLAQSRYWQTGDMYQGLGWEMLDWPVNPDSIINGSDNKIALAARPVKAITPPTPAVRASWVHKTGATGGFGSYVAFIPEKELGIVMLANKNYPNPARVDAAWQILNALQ
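AmpC (5.3 nM in the dispensed reagent) in 20 mM phosphate pH 7.0 with 0.01% (detergent screen) or 0.0001% Triton X-100 was preincubated with compounds for 15 min at room temperature. Nitrocefin was then added from an 800 uM solution, and hydrolysis was followed at 480 nm.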
HCMV inh: qHTS Assay for inhibitors of the human cytomegalovirus (HCMV). HFF cells, HCMV-luciferase reporter, 72 h; hits give low values. activity change, negative = inhibition, % at 57.5 µM. 4.5% of 410,000 active; in the data active = activity change below about -60%; inconclusive = no clear call, values can overlap the other calls; inactive = above about -39%
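Human foreskin fibroblasts infected with luciferase-reporter HCMV at MOI 1 PFU/cell, compounds at two doses. Luciferase measured 72 h post infection; normalized to buffer-only basal and Salinomycin (10uM) controls.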
Giardia FBPA inh: qHTS Assay for Inhibitors of Fructose-1,6-bisphosphate Aldolase from Giardia Lamblia. purified Giardia FBPA. A8B2U2. AID 2451, 2010. Potency, µM (titrated, usually from 59.6 µM), for inactives: top-dose activity, negative = inhibition, usual class: inhibitors. 0.71% of 290,000 active; note: potency is the fitted concentration of half-maximal effect; nearly all actives have a fitted effect of over 55% in size
Target sequence (A8B2U2 whole entry, looked up): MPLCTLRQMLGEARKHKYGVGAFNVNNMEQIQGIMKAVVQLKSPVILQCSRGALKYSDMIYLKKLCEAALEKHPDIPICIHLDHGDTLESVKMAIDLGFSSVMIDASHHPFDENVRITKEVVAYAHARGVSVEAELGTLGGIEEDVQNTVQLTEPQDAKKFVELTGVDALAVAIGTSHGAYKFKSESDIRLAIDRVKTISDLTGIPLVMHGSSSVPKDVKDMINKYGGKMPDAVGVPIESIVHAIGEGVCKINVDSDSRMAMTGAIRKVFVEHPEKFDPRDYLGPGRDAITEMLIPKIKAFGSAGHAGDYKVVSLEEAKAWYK
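40 nM FBPA preincubated 10 min at RT with compound (up to 57.5 uM final), then substrate plus GAPDH/TPI/NAD/arsenate coupling and diaphorase/resazurin added. Fluorescence read after 20 min at RT, 525/598 nm.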
AmpC detergent: qHTS Inhibitors of AmpC Beta-Lactamase (assay with detergent); AID 485294, 2010; 0.041% of 370,000 active; Potency, µM (doses to about 114 µM), inactives show at the highest dose activity change, negative = inhibition, most hits filed as inhibitors; P00811; AmpC hydrolysis of nitrocefin, absorbance 480 nm, 0.01% Triton;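 note: potency is the fitted concentration of half-maximal effect; 0% = no-compound wells and -100% = no-enzyme wells; nearly all actives have a fitted effect of over 25% in size; some results filed as inactive show a strong effect at the top dose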
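AmpC (5.3 nM in the dispensed reagent) in 20 mM phosphate pH 7.0 with 0.01% (detergent screen) or 0.0001% Triton X-100 was preincubated with compounds for 15 min at room temperature. Nitrocefin was then added from an 800 uM solution, and hydrolysis was followed at 480 nm.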
Sm TGR inh: qHTS Assay for the Inhibitors of Schistosoma Mansoni Peroxiredoxins | Schistosoma mansoni thioredoxin glutathione reductase (TGR), Q962Y6 | purified TGR, DTNB reduction, TNB absorbance 405 nm | Potency, µM (top dose mostly 114 µM), for inactives: at the highest dose activity change, negative = inhibition, most hits filed as inhibitors | 3% of 360,000 active | AID 485364, 2010; note: potency is the fitted concentration of half-maximal effect; nearly all actives have a fitted effect of over 60% in size
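Kinetic colorimetric format: TGR-catalysed, NADPH-driven DTNB reduction monitored via TNB absorbance. Enzyme dispensed at 20 nM; compound exposure 15 min at room temperature before reaction start.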
* marks the source's active call; other numbers are inactive results; ? = inconclusive; . = not tested or not shown; [ ] = remark or other dose. Unless noted, calls come from the whole dose curve; as a rule, active = well fitted curve in the direction sought with a large enough effect; inconclusive = small, poorly fitted or top-dose-only effect, or another doubt; inactive = no such curve, though single readings can be large; an effect the other way counts as inactive or inconclusive. Unless noted, % is set by controls: 0 for no effect and ±100 for the full control effect.

SMILES	HCV inhibitor	AmpC no deterg	HCMV inh	Giardia FBPA inh	AmpC detergent	Sm TGR inh
COc1ccc(-n2nc([N+](=O)[O-])c(=NCCc3cccc(C)c3)n2O)cc1	?	0%	-10	-13%	-6%	2%
Cc1ccc(NC(=O)c2oc3c(c2C)-c2[nH]ncc2CC3)c(Cl)c1	.	.	279	.	0%	-12%
CC1/C(=N/O)CC(c2ccccc2)NC1c1ccccc1 (centres undefined)	-3%	-23%	-28	13%	?	-31%
CN1CCN(c2ccc([N+](=O)[O-])c(NCc3ccco3)c2)CC1	-2%	?	21	0%	0%	-9%
O=C(O)c1cc(-c2cccnc2)nc2ccccc12	18%	-17%	-7	-5%	2%	-7%
O=C1c2ccccc2C(=O)N1CCc1nc(-c2cccnc2)no1	1%	-13%	16	-2%	1%	-11%
Cc1ccc(Cl)cc1NC(=O)CSc1nc2ccccc2nc1Cc1ccccc1	.	.	37	.	21%	0%
COc1ccccc1NS(=O)(=O)c1cccc(NC(=O)C(C)NC(=O)c2ccco2)c1 (centres undefined)	8%	-13%	-14	.	0%	-16%
O=C(NCCC1CCCCN1S(=O)(=O)c1ccc(F)cc1)C(=O)NC1CCCC1 (centres undefined)	9%	-3%	-5	.	-12%	0%
CC(C)(Oc1ccc(Cl)cc1)C(=O)N1CCN(c2ccccn2)CC1	-24%	127%[activator]	-20	-3%	?	-15%
NS(=O)(=O)c1ccc(CCn2c(=S)[nH]c3ccc(F)cc3c2=O)cc1	?	-19%	-15	1%	-8%	-16%
O=C(CCC(=O)c1ccccc1)NC1CCCN(Cc2ccccc2F)C1 (centres undefined)	-1%	3%	89	8%	0%	-15%
Cc1ccc(S(=O)(=O)NC(CC(=O)NC2CCCC2)c2ccco2)cc1 (centres undefined)	?	0.4µM*	-2	-1%	-4%	1%
CC1CC(C)CN(S(=O)(=O)c2ccc3c(c2)CC(=O)N3)C1 (centres undefined)	-1%	-27%	-10	.	0%	1%
Cc1sc2ncn(CC(=O)NCCCC(=O)Nc3ccc(C(C)C)cc3)c(=O)c2c1C	-13%	-7%	-76*	4%	5%	26%
Cn1ncc2c(Nc3ccc4ccccc4c3)ncnc21	?	-6%	53	-9%	0%	-14%
Cn1c(SCC(=O)Nc2ncc(C(F)(F)F)cc2Cl)nnc1-c1ccc(Cl)cc1	-6%	8%	-23	-1%	-10%	-13%
CC(C)Cn1c2c(c(=O)[nH]c1=O)C(NS(=O)(=O)c1ccc(Cl)cc1)(C(F)(F)F)C(=O)N2 (centres undefined)	5%	-12%	?	-2%	3%	1%
CSc1ccccc1NC(=O)N1CCC(CO)(CC2CCCCO2)CC1 (centres undefined)	18%	1%	-34	4%	1%	-3%
Cc1cccc(C(P(=O)(c2ccccc2)c2ccccc2)P(=O)(c2ccccc2)c2ccccc2)n1	0%	47%	-3	7%	-17%	-4%
CC1(C)CN=C(Nc2nc3ccccc3s2)S1	5%	-23%	108	-27%	1%	-13%
Cc1ccccc1-c1nnc(CN2CCN(C(=O)c3ccco3)CC2)o1	19%	27%	3	1%	-1%	-25%
CCOc1nsc(OCC)n1	10%	-7%	37	6%	-5%	0%
Cc1ccc(C(=O)Nc2cccc3cccnc23)cc1Cl	.	.	44	.	0%	8%
Cc1cc(C)c(NC(=O)CN(C)C(=O)C2CC(=O)N(c3cccc4ccccc34)C2)c(C)c1 (centres undefined)	?	124%[activator]	-27	.	2%	2%
Cc1ccc(S(=O)(=O)/N=C2/NC(=O)/C(=C/c3ccccn3)S2)cc1	0%	-34%	3	10%	1%	1%
COc1ccc(OCc2ccc(-c3nc(C#N)c(N4CCCCC4)o3)o2)cc1	.	.	-16	.	-4%	-3%
COc1cccc(-c2ccc(=O)n(CC(=O)NCCN3CCOCC3)n2)c1	3%	-3%	4	2%	-3%	-23%
CCc1ccc(OCC(=O)NCC(c2ccc(Cl)cc2)N2CCOCC2)cc1 (centres undefined)	.	.	-11	.	-1%	6%
COc1ccc(NC(=O)CN(C)C(=O)c2ccc3c(c2)OCCO3)cc1	6%[8.37 µM]	-13%	-28	.	?	-7%
CN(Cc1cccs1)c1ncnc2sccc12	11µM*	-10%	-78*	-9%	0%	-10%
CC(C)CC(COCc1ccc(Cl)cc1)N1CCN(C(=O)c2cccc(C(F)(F)F)c2)CCC1=O (centres undefined)	?	200%[activator]	14	1%	?	-7%
COc1ccc(S(=O)(=O)O/N=C2\CCSc3ccc(C)cc32)cc1	-10%	-8%	19	-5%	-9%	-5%
COc1ccccc1NC(=O)Nc1ccc(S(=O)(=O)Nc2onc(C)c2C)cc1	-2%	-20%	-4	.	-10%	-24%
O=c1oc2ccc(F)cc2c2c1C1O[C@](c3ccsc3)(Cc3c1ccc1ccccc31)O2	.	?	.	14%[12.9 µM]	-7%[22.9 µM]	4%[22.9 µM]
Brc1cnc2nc(SC/C=C/c3ccccc3)[nH]c2c1	7%	-21%	39	3%	-2%	-20%
COc1ccc(N(C)C(=O)Cc2c(C(=O)O)n(C)c3ccccc23)cc1	19%	-14%	13	-6%	-1%	5%
Cc1cc(-c2ccc(Br)s2)nc(-n2cccc2)n1	11µM*	-17%	-2	1%	1%	7%
Cc1cc(Cl)nc(Cl)c1C(=O)NC(=O)NCCC(C)C	11%	-32%	0	-1%	?	?
Cc1cc(C(=O)OCC(=O)Nc2ccccc2[N+](=O)[O-])c2ccccc2n1	12%	-44%	24	2%	2%	-1%
CCOc1ccc(CCNC(=O)COC(=O)C2CCN(S(=O)(=O)c3ccc(C)c(C)c3)CC2)cc1OCC	1%	177%[activator]	-31	-3%	-2%	-1%
O=C(c1cc(=O)c2ccccc2o1)N1CCCc2ccccc21	-13%	6%	7	3%	-8%	0%
C/C(CCN1CCc2nc(-c3ccccc3)c(-c3ccccc3)cc2C1)=N\O[C@H](C)c1cn([C@H](CO)Cc2ccccc2)nn1	-11%[8.37 µM]	212%[activator]	.	-6%	1%	?
COc1ccc(NC(=O)C2CCCN2S(=O)(=O)c2ccc3c(c2)CCCC(=O)N3)cc1Cl (centres undefined)	.	.	-23	.	0%	8%
O=C1COc2ccc(C(=O)NCc3ccco3)cc2N1	2%	-18%	37	8%	?	-5%
O=C(COC(=O)c1ccco1)Nc1nnc(-c2ccccc2)o1	3%	-23%	-15	.	-20%	-2%
O=C(NCc1ccc(F)cc1)c1noc2c1CCCCC2	?	-12%	21	4%	-8%	2%
Cc1ccc2sc(N(Cc3cccnc3)C(=O)CCS(=O)(=O)c3ccccc3)nc2c1C	.	.	0	.	1%	35µM*

Shown with each value named: entries from further up.
Cc1cc(C(=O)OCC(=O)Nc2ccccc2[N+](=O)[O-])c2ccccc2n1
- HCV inhibitor: 12%
- AmpC no deterg: -44%
- HCMV inh: 24
- Giardia FBPA inh: 2%
- AmpC detergent: 2%
- Sm TGR inh: -1%
CCOc1ccc(CCNC(=O)COC(=O)C2CCN(S(=O)(=O)c3ccc(C)c(C)c3)CC2)cc1OCC
- HCV inhibitor: 1%
- AmpC no deterg: 177%[activator]
- HCMV inh: -31
- Giardia FBPA inh: -3%
- AmpC detergent: -2%
- Sm TGR inh: -1%
O=C(c1cc(=O)c2ccccc2o1)N1CCCc2ccccc21
- HCV inhibitor: -13%
- AmpC no deterg: 6%
- HCMV inh: 7
- Giardia FBPA inh: 3%
- AmpC detergent: -8%
- Sm TGR inh: 0%
C/C(CCN1CCc2nc(-c3ccccc3)c(-c3ccccc3)cc2C1)=N\O[C@H](C)c1cn([C@H](CO)Cc2ccccc2)nn1
- HCV inhibitor: -11%[8.37 µM]
- AmpC no deterg: 212%[activator]
- HCMV inh: .
- Giardia FBPA inh: -6%
- AmpC detergent: 1%
- Sm TGR inh: ?

Among those listed so far, these have an NH in an aromatic ring.
SMILES	HCV inhibitor	AmpC no deterg	HCMV inh	Giardia FBPA inh	AmpC detergent	Sm TGR inh
Cc1ccc(NC(=O)c2oc3c(c2C)-c2[nH]ncc2CC3)c(Cl)c1	.	.	279	.	0%	-12%
NS(=O)(=O)c1ccc(CCn2c(=S)[nH]c3ccc(F)cc3c2=O)cc1	?	-19%	-15	1%	-8%	-16%
CC(C)Cn1c2c(c(=O)[nH]c1=O)C(NS(=O)(=O)c1ccc(Cl)cc1)(C(F)(F)F)C(=O)N2 (centres undefined)	5%	-12%	?	-2%	3%	1%
Brc1cnc2nc(SC/C=C/c3ccccc3)[nH]c2c1	7%	-21%	39	3%	-2%	-20%

Following part.
SMILES	HCV inhibitor	AmpC no deterg	HCMV inh	Giardia FBPA inh	AmpC detergent	Sm TGR inh
Cc1ccc(Cl)cc1NC(=O)c1ccccc1OCC(=O)Nc1ccc(Cl)cc1	11%	-11%	20	2%	-9%	-19%
CCCN1CCC(=O)N(CCSc2ccccc2)CC1	33%[activator]	-7%	76	-4%	0%	5%
CCN(C(=O)NCc1noc2ccccc12)c1cc(C)ccc1C	.	.	-13	.	-12%	1%
COC(=O)C1=Nc2ccccc2/C1=C\c1c(O)n(C)c(=O)n(C)c1=O	?	-39%	21	-7%	-1%	-2%
CC(CN1CCCCC1)OC(=O)c1ccccc1Cl (centres undefined)	6%	-4%	-28	0%	-4%	1%
Cc1cccc(-n2ncc3c(Nc4c(C)cc(C)cc4C)ncnc32)c1	.	.	-5	.	-9%	1%
Cc1cc(C)cc(NC(=O)CSc2nc(-c3ccccc3)c3cc(F)ccc3n2)c1	.	.	-11	.	28%	2%
O=C(Nn1cnnc1)c1ccccc1-c1ccccc1	10%	-11%	-25	-8%	?	-2%
O=C(NCCCN1CCCC1=O)c1cccc(N2CCCC2=O)c1	7%	-6%	9	5%	-13%	7%
CCc1cc(C(=O)N2CCN(c3ccccc3)CC2)no1	.	.	19	.	2%	3%
COCCN(C(=O)COC(=O)c1ccc2c(c1)OCCO2)c1c(N)n(Cc2ccccc2)c(=O)[nH]c1=O	14%	24%	-2	.	?	?
COc1ccc(NC(=O)c2c(NC(=O)c3cccc(C)c3)sc3c2CCCC3)cc1	.	.	-4	.	-2%	-19%
CCC(C)NCCOCCOc1ccc(Br)cc1C (centres undefined)	11µM*	26%	-37	-22%	-8%	-8%
CC1(C)CC(=O)C=C(NCc2cccc(C(F)(F)F)c2)C1	13%	2%	6	2%	6%	9%
O=C(Nc1ccccc1Sc1ccccc1)c1ccc(F)cc1	4%	-22%	?	3%	-8%	6%
O=C(NCCc1c[nH]c2ccccc12)C1CCN(Cc2ccc(Br)cc2)CC1	-16%	10%	1	2%	?	-9%
CN(C)c1ccc(C=C2C(=O)OC(C)(C)OC2=O)cc1	10%	-13%	3	-5%	?	0%
Cc1ccc(C2CC(c3cccs3)=NN2C(=O)c2ccc(Br)o2)cc1 (centres undefined)	?	-6%	-37	-3%	0%	-4%

Source: PubChem

Random draw from the library. Share with any hit: about 9.9%.
